# Compound activity (PubChem BioAssay)
# HGIII-sPLA2 inh: Blocks human group III sPLA2 activity; QFRET BODIPY PC-A2 liposome hydrolysis, fluorescence; inhibition, % at 12.2 µM; actives 0.56% (n = 370,000); AID 743126;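 active = inhibition above mean plus 3 SD of compounds lying within the high and low control bounds, cut at about 19% in these data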;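 also: 0% = median of test compound wells and 100% = no enzyme DMSO wells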
# PG9 Ab binder: small molecules binding HIV-1 gp120 antibody PG9; TR-FRET gp120-PG9 antibody binding; actives 0.43% (n = 360,000); inhibition, % at 6.7 µM; AID 624416; in the data active = inhibition above about 8.5%
# Rev-erbA mod: modulators of human Rev-erb alpha DNA binding; P20393; actives 0.79% (n = 370,000); Rev-erbα–FITC-DNA binding, fluorescence polarization, 90 min; activity, % at 10 µM;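 active = activity above about 14%, limit read from the data; passing the limit was not always enough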;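 also: 0% = DMSO wells with 35 nM protein and 100% = DMSO wells with 750 nM protein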
# Target sequence (P20393 whole entry, looked up): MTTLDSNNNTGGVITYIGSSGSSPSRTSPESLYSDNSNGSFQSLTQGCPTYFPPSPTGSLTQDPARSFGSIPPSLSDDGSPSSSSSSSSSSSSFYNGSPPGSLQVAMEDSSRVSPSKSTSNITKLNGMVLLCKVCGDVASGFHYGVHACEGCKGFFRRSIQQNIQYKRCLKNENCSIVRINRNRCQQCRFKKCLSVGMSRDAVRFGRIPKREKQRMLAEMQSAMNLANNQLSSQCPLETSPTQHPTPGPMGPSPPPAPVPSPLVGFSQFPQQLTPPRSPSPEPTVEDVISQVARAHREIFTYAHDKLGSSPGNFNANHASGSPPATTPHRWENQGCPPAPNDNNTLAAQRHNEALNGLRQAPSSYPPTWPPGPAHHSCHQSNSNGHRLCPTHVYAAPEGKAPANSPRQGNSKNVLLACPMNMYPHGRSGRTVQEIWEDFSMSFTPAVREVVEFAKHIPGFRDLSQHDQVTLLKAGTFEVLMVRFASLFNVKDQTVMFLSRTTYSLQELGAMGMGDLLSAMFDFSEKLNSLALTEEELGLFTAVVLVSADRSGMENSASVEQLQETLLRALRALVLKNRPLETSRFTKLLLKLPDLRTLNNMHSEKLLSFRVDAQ
# hcDAF12 agonist: activates DAF-12 receptor from parasite H. contortus; HEK293 hcDAF-12 lit1-tk-luc reporter, luminescence; 0% DMSO, 100% Δ7-dafachronic acid; activation, % at 6.8 µM; actives 1.4% (n = 370,000); AID 652067;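 active = activation above the mean of all tested compounds plus 3 SD, cut at about 5.5% in these data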;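 also: 100% = response to 3 µM Δ7-dafachronic acid high control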
# hgDAF-12 ag: hgDAF-12 agonism, primary luciferase screen | HEK293 GAL4-hgDAF12 UAS-luciferase reporter, agonist luminescence; normalized to butyrate control | activation, % at 6.8 µM | actives 1.8% (n = 370,000);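 active = activation above a cutoff set at the mean of all screened compounds plus 3 SD, cut at about 10% in these data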;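 also: 0% = DMSO wells and 100% = sodium butyrate wells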
# FXN GAA850 act: frataxin GAA850 promoter activation; HEK293 lucGAA850 FXN promoter luciferase reporter, 24 h; percent of 10 µM SAHA response; activation, % at 6 µM; actives 0.56% (n = 360,000); AID 540364;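 active = activation above the average of all compounds screened plus 3 SD, cutoff fixed separately per campaign, cut at about 7.5% in these data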;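 also: 0% = DMSO wells and 100% = 10 µM SAHA wells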
# DAX1 inh-1: inhibits human nuclear receptor DAX1; HEK293 Gal4-DAX1 luciferase reporter, luminescence; inhibition, % at 6.75 µM; actives 0.99% (n = 340,000); AID 504766;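 active = inhibition above the mean over all tested compounds plus 3 SD, cut at about 4.2% in these data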;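 also: 0% = DAX1-transfected cells with DMSO and 100% = empty-vector control cells with DMSO; inhibition shows as a rise in luminescence from relieved DAX1 repression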
# Target sequence (P51843 207-470 limits assumed): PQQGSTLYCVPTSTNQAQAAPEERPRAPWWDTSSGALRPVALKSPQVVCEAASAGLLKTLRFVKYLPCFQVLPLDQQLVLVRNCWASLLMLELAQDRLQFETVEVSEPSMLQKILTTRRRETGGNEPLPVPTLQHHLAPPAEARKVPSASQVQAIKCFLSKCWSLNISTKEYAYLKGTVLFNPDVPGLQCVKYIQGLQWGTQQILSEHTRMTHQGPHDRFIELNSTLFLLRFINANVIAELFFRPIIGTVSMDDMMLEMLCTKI
# SMARCA2 act: increases SMARCA2 function in MMTV reporter cells; MG213 cells, MMTV-luciferase reporter, dexamethasone, overnight; actives 1% (n = 370,000); AID 652017; activation, % at 9.1 µM; in the data active = activation above about 7.8%;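 also: 0% = vehicle wells and 100% = reference activator wells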
# PLCb3 inh: blocks human PLC-beta3 enzyme activity; inhibition, % at 12.2 µM; Q01970; Purified PLC-beta3, fluorogenic substrate, fluorescence; actives 0.18% (n = 370,000); in the data active = inhibition above about 11%;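 also: 0% = median of compound wells on plate and 100% = full blocker control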
# DAX1 inh-2: blocks DAX1 repression of SF-1 activated StAR promoter | HEK293T StAR-luciferase reporter, SF-1/DAX-1 repression relief | inhibition, % at 6.8 µM | actives 1.1% (n = 370,000) | AID 652010;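 active = inhibition above the mean over all tested compounds plus 3 SD, cut at about 3.6% in these data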;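 also: 0% = DAX-1 cells with DMSO and 100% = cells lacking DAX-1 with DMSO; higher inhibition means more luminescence from relief of DAX-1 repression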
# ssDAF12 agonist: S. stercoralis DAF-12 activation, primary screen. HEK293 ssDAF-12/GRIP1 lit1-tk-luc reporter, luminescence; % of 3 µM dafachronic acid response. activation, % at 6.8 µM. actives 1% (n = 370,000). AID 652126;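 active = activation above the mean over all tested compounds plus 3 SD, cut at about 0.9% in these data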;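 also: 0% = DMSO-only wells and 100% = 3 µM delta7-dafachronic acid wells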
# * marks the source's active call; other numbers are inactive results; i = inactive; nt = no result given.
SMILES,HGIII-sPLA2 inh,PG9 Ab binder,Rev-erbA mod,hcDAF12 agonist,hgDAF-12 ag,FXN GAA850 act,DAX1 inh-1,SMARCA2 act,PLCb3 inh,DAX1 inh-2,ssDAF12 agonist
Cc1ccc(N2CCN(C(=O)C(=O)c3ccc(F)c(F)c3)CC2)cc1,16,-0.1,-6,3.0,1.1,nt,nt,-2,-2,0.7,-0.4
CCOc1nc2ccccc2nc1NS(=O)(=O)c1ccc(Cl)cc1,-3,-0.7,-3,2.3,4.8,-0.9,0.4,-2,-11,-0.4,-0.2
Cc1ccc(C(=O)OCC(=O)NC(=O)c2ccccc2)o1,3,-0.7,-1,2.4,2.5,1.3,0.0,1,-6,2.8,-1.3
CC1CCN(C(=O)CSc2nc(N)cc(N)n2)CC1,7,1.9,-4,1.2,0.7,-3.3,0.6,-2,0,-0.7,-1.4
COc1ccccc1C(CNC(=O)CNC(=O)c1ccc(C)c(C)c1)N1CCCC1 (stereo not drawn),-4,0.1,2,0.1,0.1,1.4,0.7,0,-2,-0.5,-0.9
O=C1c2ccccc2-c2onc3c(N4CCN(CCO)CC4)cc(N4CCN(C(=O)c5ccco5)CC4)c1c23,16,-37,-33,-1.1,-1.5,-2.3,-1.4,-1,-9,-1.5,-1.2
COc1ccc(-c2noc(C)c2-c2ccc3ccccc3n2)c(O)c1,-26,0.8,11,-1.0,0.8,5.4,-1.3,0,-41,-1.2,-1.9
CCN(CC)S(=O)(=O)c1ccc(NC(=O)c2ccc(N3CCCC3=O)cc2)cc1,1,7.3,-5,-3.0,-4.5,-0.6,-4.6,-5,3,-3.0,-2.0
C(=CCSc1ccccn1)CSc1ccccn1,-1,0.3,1,5.2,9.4,nt,nt,4,2,2.8,0.1
CSc1ccc(CNC(=O)C2(C)CCN2C(C)C)cc1 (stereo not drawn),2,-1.0,2,-2.0,-0.7,-1.3,nt,-1,1,1.2,-1.5
CC(C)C(OC(=O)CN1C(=O)c2ccccc2C1=O)C(=O)NC1CCCCC1 (stereo not drawn),3,-1.8,-3,-2.5,0.4,0.3,0.8,-2,-8,0.0,-0.8
CCN1CCSc2ccc(C(=O)NCc3ccccc3Br)cc21,1,-0.4,-6,-0.6,-1.1,0.7,-0.6,-1,i,-1.2,-0.7
CCOc1ccc(NC(=O)COC(=O)c2cc(=O)c3ccccc3o2)cc1,1,-2.8,2,-0.4,1.7,-1.3,-0.6,3,1,0.0,-1.1
CCCCNC(=O)Cn1c(=O)n(C)c2ccccc21,3,-0.3,-5,-1.1,-2.2,0.7,0.6,-2,4,1.3,-0.9
CNC(=O)CN(c1cc(C)ccc1OC)S(=O)(=O)c1ccc(C)cc1,0,1.6,5,-2.2,-2.3,2.3,-0.7,0,2,0.6,0.0
COc1ccccc1NC(=O)C1CCCN1C(=O)NC1CCCCC1 (stereo not drawn),3,-1.4,1,-1.9,-3.5,-0.4,-0.7,-1,1,0.3,-1.4
CNS(=O)(=O)c1ccc(C(C)(C)C)cc1,0,0.8,2,-1.8,-2.8,0.5,3.7,-3,2,-0.4,-1.1
Cc1ccc2sc(N3CCN(C(=O)c4ccc([N+](=O)[O-])o4)CC3)nc2c1C,10,-0.8,5,-0.8,2.6,-0.7,-0.1,-1,0,-0.6,-0.3
CCC(CC)C(=O)N(C)c1c(C)nc2c(OCCOc3ccc(F)cc3)cccn12,10,0.3,0,-2.2,-2.8,-3.9,nt,-6,-1,-1.6,-1.7
CNC(=S)NCCc1ccc(OC)cc1,2,-1.7,-5,0.8,-1.8,-0.2,1.8,4,3,-0.6,-0.6
Fc1cccc(CN2CCN3CCCC3C2C2CCCCC2)c1 (stereo not drawn),2,-1.4,-1,-0.6,0.0,-1.0,0.1,1,4,-0.9,-1.2
O=C(CC1SC(N2CCCC2)=NC1=O)Nc1ccc(C(=O)Nc2ccccc2)cc1 (stereo not drawn),-10,-2.6,4,-0.1,-0.7,1.6,-0.2,0,-6,0.1,-1.1
O=C(O)c1cccc(N/N=C/c2cccnc2)c1,4,-4.4,-6,1.9,6.2,5.2,-3.4,3,-1,1.8,2.3*
CCC(C)(C)NC(=O)CN(C(=O)CCC(=O)Nc1nccs1)c1ccc2c(c1)OCCO2,1,-0.5,9,-1.7,-4.9,-3.3,-0.7,-2,-4,-0.7,-1.8
COCCOC(=O)c1c(NC(=O)CSc2cccc[n+]2[O-])sc(C(N)=O)c1C,-2,0.4,-6,1.0,0.2,-0.8,2.2,-1,0,0.7,-1.5
SMILES,HGIII-sPLA2 inh,PG9 Ab binder,Rev-erbA mod,hcDAF12 agonist,hgDAF-12 ag,FXN GAA850 act,DAX1 inh-1,SMARCA2 act,PLCb3 inh,DAX1 inh-2,ssDAF12 agonist
CCCC/C(O)=N\S(=O)(=O)c1ccc(N=NN(C)C)cc1,3,-1.2,-4,-1.9,0.3,1.0,0.8,-2,4,-0.5,-0.8
COCCCn1c(=O)c2sccc2n2c(CCCC(=O)N(C)Cc3ccco3)nnc12,-1,0.1,4,-2.0,-0.7,0.7,3.2,-1,-4,-0.2,-0.7
Cc1ccc(CSc2cc(C)[nH]c(=O)n2)cc1,-6,-0.4,1,-0.2,0.7,1.6,0.9,0,-9,-0.3,-1.0
O=C(C1CCCCN1S(=O)(=O)c1ccccc1)N1CCCCC1 (stereo not drawn),8,-1.2,-1,-0.6,-0.7,-1.3,-0.4,-1,2,0.9,-1.0
O=C(NCc1ccc(Cl)cc1)c1ccc(NC(=O)C2CCCO2)cc1 (stereo not drawn),-10,0.2,4,-3.4,-1.0,0.2,-1.7,1,-4,0.7,-1.8
O=C(/C=C/c1cccs1)N1CCC2(CC1)Oc1ccc(F)cc1C(=O)C21CC(c2ccc(Cl)cc2)=NO1 (stereo not drawn),0,1.4,-2,-1.0,-2.2,-1.6,-0.2,0,0,0.1,-0.8
O=C(NCc1ccccc1)NC(O)C(Cl)(Cl)Cl (stereo not drawn),0,-0.9,2,2.1,-3.6,-0.2,-0.6,1,1,0.3,-0.6
COC(=O)C1CCN(Cc2ccc(OCCCN3CCN(c4ccc([N+](=O)[O-])cc4)CC3)cc2)CC1,-15,0.3,7,-1.8,1.1,-2.8,-2.3,-5,-1,-2.9,-2.1
COc1ccc(CC(N)c2csc(NC(=O)c3cccc(OC(F)(F)F)c3)n2)cc1 (stereo not drawn),-2,-0.7,-1,-0.5,-1.2,1.2,nt,-5,-5,-2.0,-1.3
COc1ccc(N(CC(=O)Nc2cccc(C)c2)S(=O)(=O)c2c(C)noc2C)cc1,-18,0.4,1,-2.6,3.3,-2.4,1.3,-2,-3,-0.6,-0.6
C[C@@H]1C=CCCO[C@]12C(=O)N(Cc1ccc(Br)cc1)c1cccc(Br)c12,-6,-0.9,12,-2.7,-0.2,nt,nt,-4,5,0.1,-0.7
CCOC(=O)N1CCN(Cc2nc(Cc3cccc(C(F)(F)F)c3)no2)CC1,3,3.2,3,-0.4,-1.5,0.5,4.9*,-3,-6,-0.2,-1.6
Cc1ccc(C2=C(c3ccc([N+](=O)[O-])cc3)C(=O)OC2)cc1C,-62,0.5,1,-2.9,-0.9,-1.2,-1.0,-4,-1,-1.5,-2.4
COc1ccc(S(=O)(=O)c2c(O)c3ccc(C(=O)Nc4ccc(F)cc4F)cc3[nH]c2=O)cc1,6,-2.8,-3,-0.8,0.2,-0.6,0.8,-3,-18,0.1,-1.3
COc1ccc(NC(=O)Nc2ccc3nc([C@@H]4O[C@H](CO)[C@@H](O)[C@H](O)[C@H]4O)[nH]c3c2)cc1OC1CCCC1,11,-2.7,-3,-0.7,6.0,-0.9,nt,-2,-10,0.1,-1.0
CC(C)C(C)NC(=O)COc1ccc(OCc2ccccc2)cc1 (stereo not drawn),-7,0.6,9,-1.1,-0.3,0.0,0.0,-3,-8,-1.1,-1.4
CCOC(=O)/C=c1/s/c(=C/c2ccc3cc(OC)ccc3c2)c(=O)n1CC(=O)NCc1ccc2c(c1)OCO2,14,0.9,-3,-0.1,0.6,2.8,0.9,-2,-24,1.1,-0.5
C[C@H](CO)N1C[C@H](C)[C@@H](CN(C)S(=O)(=O)c2ccccc2)Oc2c(NC(=O)C3CC3)cccc2C1=O,-1,-1.5,6,-0.1,0.2,-0.3,0.1,1,-1,-0.5,-1.7
O=C(COc1ccc(Cl)cc1)NCc1cn2cc(Cl)ccc2n1,-5,-1.0,1,-1.3,1.1,-0.4,-0.1,-2,0,0.1,-1.7
CCCNC(=O)c1cnc(Sc2ncc(C(F)(F)F)cc2Cl)n1C,5,0.7,2,-2.6,-0.3,0.6,-0.1,-1,1,-0.4,-0.9
O=C(CSc1ccc(-c2ccncc2)nn1)N1CCCC1,0,0.8,-2,1.0,-3.1,0.0,0.3,1,0,-0.3,-1.5
CCSc1nnc(Cn2c(=O)sc3ccccc32)n1C,0,-1.9,0,-0.3,-2.1,-1.4,-0.4,-1,2,1.3,-0.8
CC(C)Sc1nc2ccc(N3C(=O)C4CCCCC4C3=O)cc2s1 (stereo not drawn),3,0.0,-7,2.1,7.5,7.4,0.5,3,2,-0.1,-1.2
O=C(CN1CCCc2ccccc21)NCc1ccccc1F,4,nt,1,1.9,8.2,nt,nt,-1,-10,0.0,-0.5
CCS(=O)(=O)c1nc2ccccc2n1Cc1ccccn1,-1,1.2,-1,-0.3,-2.3,1.4,-1.0,-4,-8,-0.5,-1.2
SMILES,HGIII-sPLA2 inh,PG9 Ab binder,Rev-erbA mod,hcDAF12 agonist,hgDAF-12 ag,FXN GAA850 act,DAX1 inh-1,SMARCA2 act,PLCb3 inh,DAX1 inh-2,ssDAF12 agonist
CC(=O)c1ccc(NC(=S)NC(C)c2ccc(Cl)cc2Cl)cc1 (stereo not drawn),-46,-0.2,-1,-2.2,-0.4,0.5,-0.9,-3,-4,-1.0,-1.5
CCOc1cc(/C=N/NC(=O)c2ccccc2-n2cccc2)ccc1O,-4,-3.2,-2,-0.5,0.7,-1.3,0.3,0,-30,-2.1,-0.8
COc1c(C)cc(C(=O)C2CCCN(S(=O)(=O)c3c(C)noc3C)C2)cc1C (stereo not drawn),-2,-1.8,3,-4.0,-6.3,-4.8,-0.8,-3,-5,-2.1,-3.3
CN(C)C=Nc1ccc(Cl)c(Cl)c1,3,-2.4,2,-1.7,1.6,2.8,1.5,-1,-7,-0.3,-1.5
NC(Cc1ccc(F)cc1)c1csc(Nc2ccc(C(F)(F)F)cn2)n1 (stereo not drawn),7,-0.6,8,0.2,1.9,0.0,nt,-6,2,-0.6,-0.9
O=C(Nc1ccc(S(=O)(=O)N2CCCCC2)cc1)C1CC(=O)N(c2ccccc2)C1 (stereo not drawn),1,-0.2,-2,-2.9,-0.8,-0.3,-0.8,-3,-1,-0.3,-1.2
O=C(c1ccc(Cl)cc1)c1c[nH]cc1-c1ccccc1,-8,-0.7,-1,-1.5,-3.2,-2.8,1.2,-2,-4,-0.7,-1.3
